TrxR1 substrate: rat thioredoxin reductase 1 substrate activity; purified TrxR1 substrate turnover, NADPH consumption readout; Potency, µM (top dose mostly 114 µM), without a hit: at the top dose activity change, negative = substrate turnover; 390,000 tested, 0.01% active; note: potency is the fitted concentration of half-maximal effect; % is set by controls: 0 for no effect and ±100 for the full control effect; nearly all actives have a fitted effect of over 50% in size
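Rat TrxR1, dispensed at 90 nM, was prereduced with 400 uM NADPH (final) for 5 min at ~22 deg C, then incubated with compound 15 min before 400 uM selenite. A first-read NADPH fluorescence drop versus no-compound background flagged substrates.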
TRHR ag: agonists of human TRH receptor; P34981; TRHR cells, calcium flux fluo-8, FDSS agonist mode; activation, % at 2 µM; 360,000 tested, 0.18% active; in the data active = activation above about 30%; note: 0% is about no effect
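Steps: seed TRHR cells overnight; add fluo-8 no-wash Ca dye, RT 30 min–1.5 h; record 10 s baseline; pin-transfer compounds; monitor fluorescence 1 cycle/s for the agonist window. Calcium increases flag candidate agonists.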
D2 agonist: D2 dopamine receptor (human) agonism. P14416. HEK293 T-REx D2 cells, calcium flux agonist mode. activation, % at 2 µM. 340,000 tested, 0.53% active;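 active = activation over 3 SD above normal in the single-dose calcium agonist read, cut at about 30% in these data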; note: 0% is about no effect
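Agonism is scored from calcium flux in a force-coupled, inducible HEK293 cell line expressing D2, read kinetically for 180 s after compound addition against dopamine controls.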
rTrxR1 inhibitor: blocks rat thioredoxin reductase 1 | 390,000 tested, 1% active | recombinant rTrxR1, NADPH fluorescence consumption, selenite substrate | O89049 | Potency, µM (doses to about 114 µM), without a hit: at the highest dose activity change, negative = inhibition, hits mostly inhibitors | AID 588453; note: potency is the fitted concentration of half-maximal effect; % is set by controls: 0 for no effect and ±100 for the full control effect; nearly all actives have a fitted effect of over 65% in size
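Rat TrxR1 (90 nM in the dispensed reagent) was pre-reduced with 400 uM NADPH for 5 min at room temperature, then incubated with compound for 15 min. After 400 uM selenite was added, NADPH fluorescence (Ex 340/Em 450 nm) was followed for 8 min.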
D2 antag: antagonizes the human D2 dopamine receptor; P14416; 340,000 tested, 2% active; inhibition, % at 10 µM; HEK293 TREx D2 cells, calcium flux, dopamine EC80; in the data active = inhibition above about 30%; note: 0% is about no effect
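Cells plated overnight at 30 C with tetracycline; no-wash calcium dye, 30–90 min RT; 10 s baseline; compound pinned; 180 s read; EC80 dopamine added; another 180 s read.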
PI4K2A inh: blocks human PI4K2A kinase activity. Q9BTU6. purified PI4K2A, ADP-Glo luminescence, 1 h; active compounds read low. activity change, negative = inhibition, % at 76.9 µM. 420,000 tested, 0.13% active; in the data active = activity change below about -50%; inconclusive = mostly about -30% to -49%;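 note: -100% = wells without enzyme as full effect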
Target sequence (Q9BTU6 whole entry, looked up): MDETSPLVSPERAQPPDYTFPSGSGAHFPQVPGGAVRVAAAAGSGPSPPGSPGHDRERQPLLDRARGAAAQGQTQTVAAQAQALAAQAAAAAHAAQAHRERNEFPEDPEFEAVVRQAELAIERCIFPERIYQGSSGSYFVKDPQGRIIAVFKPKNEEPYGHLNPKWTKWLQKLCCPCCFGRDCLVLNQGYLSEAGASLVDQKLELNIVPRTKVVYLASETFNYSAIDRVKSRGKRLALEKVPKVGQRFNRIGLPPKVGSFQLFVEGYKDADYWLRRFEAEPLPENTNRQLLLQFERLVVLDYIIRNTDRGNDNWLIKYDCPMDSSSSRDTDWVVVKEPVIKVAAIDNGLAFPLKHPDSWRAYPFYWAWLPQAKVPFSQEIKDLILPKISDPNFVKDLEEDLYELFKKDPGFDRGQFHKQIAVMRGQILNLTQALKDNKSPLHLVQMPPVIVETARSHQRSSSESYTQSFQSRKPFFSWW
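In this quantitative HTS, ADP production by PI4K2A was quantified luminescently after 1 h at ambient temperature; 100 microM adenosine served as plate-quality control.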
mIDH1 inhibitor: blocks human mutant IDH1 R132H enzyme; O75874; IDH1-R132H enzyme, NADPH consumption, diaphorase/resazurin fluorescence; Potency, µM (top dose mostly 76.6 µM), for the others: top-dose activity change, negative = inhibition, usual class: inhibitors; 390,000 tested, 0.093% active; AID 602179; note: potency is the fitted concentration of half-maximal effect; % is set by controls: 0 for no effect and ±100 for the full control effect; nearly all actives have a fitted effect of over 65% in size
Target sequence (O75874 whole entry R132H, stated change not applied): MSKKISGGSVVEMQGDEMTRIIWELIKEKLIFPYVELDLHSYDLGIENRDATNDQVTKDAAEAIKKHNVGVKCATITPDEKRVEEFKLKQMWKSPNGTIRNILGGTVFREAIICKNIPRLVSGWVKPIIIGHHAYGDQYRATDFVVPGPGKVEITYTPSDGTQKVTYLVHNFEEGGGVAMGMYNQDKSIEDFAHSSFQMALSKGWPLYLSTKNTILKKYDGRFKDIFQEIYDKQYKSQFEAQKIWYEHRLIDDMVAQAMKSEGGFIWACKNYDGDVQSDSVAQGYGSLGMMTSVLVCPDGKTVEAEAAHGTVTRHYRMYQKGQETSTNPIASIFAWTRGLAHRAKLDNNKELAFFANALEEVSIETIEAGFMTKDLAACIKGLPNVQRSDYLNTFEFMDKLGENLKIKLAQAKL
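IDH1-R132H (0.5 ug/mL) preincubated 30 min with compound, then NADPH (0.016 mM) and alpha-KG (2 mM) added; 80 min at RT, pH 7.5. Remaining NADPH coupled via diaphorase/resazurin to fluorescence (540/590 nm); concentration-response curves normalized to no-enzyme control.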
TRHR enhancer: allosteric enhancers of human TRH receptor; P34981; TRHR cells, fluo-8 calcium fluorescence, EC20 TRH enhancement; enhancement, % at 2 µM; 360,000 tested, 0.66% active; AID 493056; in the data active = enhancement above about 30%; note: 0% is about no effect
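TRHR-expressing cells loaded with fluo-8 calcium dye were read kinetically (ex 480/em 530) during compound addition, then stimulated with an EC20 of TRH (10 nM final). Enhancement of the Gq-mediated intracellular calcium response was scored.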
USP1 inh: inhibitors of human USP1/UAF1 deubiquitinase. O94782. recombinant USP1/UAF1, Ub-Rhodamine cleavage fluorescence. Potency, µM (titrated, usually from 57.1 µM), inactives show at the top dose activity change, negative = inhibition, usual class: inhibitors. 390,000 tested, 0.23% active. AID 743255; note: potency is the fitted concentration of half-maximal effect; % is set by controls: 0 for no effect and ±100 for the full control effect; nearly all actives have a fitted effect of over 60% in size; inactives centre near -12
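USP1/UAF1 complex (1 nM) preincubated 15 min at room temperature with compound, then Ub-Rho substrate (150 nM final) added. Kinetic fluorescence at 480/540 nm over 6 reads at 60 s intervals; 50 mM HEPES pH 7.8, 0.5 mM EDTA, 0.1 mg/ml BSA, 1 mM TCEP, 0.01% Tween-20.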
Active calls of the source: *; ? = inconclusive; . = no result given; & = joins results of further samples; [ ] = another dose, or the depositor's remark. Unless noted, calls come from the whole dose curve; as a rule, active = well fitted inhibition curve with a large enough effect; inconclusive = small, poorly fitted or top-dose-only effect; inactive = no such curve, though single readings can be large or run the other way. No enrichment for hits; about 3.9% have a hit in one of these screens.

SMILES | TrxR1 substrate | TRHR ag | D2 agonist | rTrxR1 inhibitor | D2 antag | PI4K2A inh | mIDH1 inhibitor | TRHR enhancer | USP1 inh
Cc1noc(C)c1S(=O)(=O)N(CC(=O)NCc1ccc(F)cc1)c1ccc(C(C)C)cc1 | -2% | 0.6 | -1.9 | -1% | -16 | 5 | 0% | -12 | -7%
CCc1ccc(NC(=O)CCn2c(=O)oc3ccccc32)cc1 | 1%[57.1 µM] | -0.8 | 0.1 | -11%[57.1 µM] | -13 | -6 | 1% | 0 | 3%
CCOC(=O)N1CCN(S(=O)(=O)c2ccc3c(c2)NC(=O)CO3)CC1 | 2% | . | . | 8% | . | -5 | -2% | . | -9%
CCOc1ccc(CN2C(=O)c3ccccc3Sc3ccc(C(=O)NC4CCC(C)CC4)cc32)cc1 (stereo unspecified) | -6% | 2.3 | 0.5 | 4% | . | -5 | -3% | -2 | -12%
CCc1ccc(NC(=O)CCS(=O)(=O)c2cc3c(cc2Cl)NC(=O)CO3)cc1 | 2%[11.4 µM] | 0.3 | -0.2 | 30% | . | 1 | 27% | 20 | -21%
CCN(CC)c1ccc(NC(=O)c2ccc(=O)[nH]c2)cc1S(=O)(=O)Nc1ccc(OC)cc1 | -13% | 1.0 | -0.4 | -5% | -3 | 4 | 2% | -7 | -20%
CC(C)c1onc(C(=O)NCc2ccc(F)cc2)c1[N+](=O)[O-] | -4% | 0.1 | 0.7 | 1% | -12 | 2 | 0% | 1 | -17%
CSc1nc(C)c2c(n1)N(c1ccc(C(C)C)cc1)CC2 | 7% | 0.3 | . | 8% | . | 6 | 9% | 7 | -15%
CCCn1c(SCC(=O)N2CCCc3ccccc32)nnc1-c1ccccn1 | 0% | -0.1 | 0.2 | -3% | -11 | 3 | 4% | 25 | -8%
Cc1[nH]ccc(=O)c1OCC(=O)O | -1% | -0.1 | 0.5 | 14% | 4 | -1 | -1% | 1 | -2%
CN(C)c1c(F)cc(-c2nn[nH]n2)cc1F | 4% | 1.8 | -0.2 | 21% | 8 | 0 | -6% | 3 | -21%
CC(C)OC(=O)c1c(N)n(CCCN2CCOCC2)c2nc3ccccc3nc12 | 503%[activator] | 0.6 | 1.3 | -32% | -19 | 0 | 15% | 6 | -3%
Cc1cc(NC(=O)CN2C(=O)S/C(=C\c3ccccc3)C2=O)no1 | -10% | -0.5 | 3.1 | -8% | 5 | 0 | -3% | 10 | 3%
CCNC(=S)N(Cc1cccs1)Cc1cc2cc(OCC)ccc2[nH]c1=O | 0% | 3.6 | 0.3 | -11% | 10 | 2 | 0% | -14 | -2%
CC(=O)Nc1ccc(CC(=O)NCCC(c2ccccc2)c2ccccc2)cc1 | 4% | 1.3 | 0.2 | 15% | 20 | -8 | 18% | 4 | -4%
O=C(CCCSc1ccccc1)Nc1nc(-c2ccccn2)cs1 | -3% | 1.3 | -0.6 | 2% | -13 | 4 | 8% | 7 | ?
CC1CCCC(C)N1S(=O)(=O)c1ccc(NC(=O)CNCC2CCCO2)cc1 (stereo unspecified) | 8% | 0.0 | 0.4 | 7% | 0 | -2 | 9% | -5 | -13%
O=c1c2ccccc2nnn1Cc1ccc(Br)cc1 | -1% | 0.4 | -0.2 | 20% | 2 | 0 | 0% | -26 | -28%
Cc1nn(CC(=O)N2CCCCCC2)c(=O)c2cc3occc3n12 | 10% | 0.5 | 1.0 | 13% | 20 | 1 | -1% | -5 | -23%
CC(C)(C)c1ccc(C(=O)NN2CCOCC2)cc1 | -2% | -0.1 | -0.8 | 15% | 2 | 1 | -1% | 6 | -14%
Cc1ccc(C2=NOC(C)(c3sc(-c4ccc(Cl)cc4)nc3C)C2)cc1 (stereo unspecified) | 0% | . | . | 5% | . | -4 | -4%[38.3 µM] | . | -28%
NS(=O)(=O)c1ccc(NC(=O)CSc2nc3ccccc3nc2N2CCOCC2)cc1 | -1%[57.1 µM] | 0.8 | . | 5%[57.1 µM] | . | 3 | 3% | 5 | -16%
CCOc1ccccc1NC(=O)CSc1nnc2[nH]c(=O)cc(C)n12 | 0%[57.1 µM] | 0.2 | 0.5 | 1%[57.1 µM] | . | 0 | 22% | -2 | -12%
CCCCCc1nnc(NC(=O)C2=COCCO2)s1 | -3% | -0.2 | 0.0 | -4% | 7 | -1 | 1% | -8 | -5%
COc1ccc(S(=O)(=O)n2ccnc2)c2cccnc12 | 80%[activator] | -0.3 | 0.3 | 15% | -13 | -18 | 11% | 3 | 2%
O=C(c1ccc(Cl)cc1)c1coc2ccc(O)cc12 | 5%[57.1 µM] | 0.4 | 0.4 | -2%[57.1 µM] | 35* | 8 | 9% | -6 | -5%
COc1ccc(-c2cc(C(F)(F)F)nc(S(C)(=O)=O)n2)cc1 | 6%&12% | -0.5&-0.2 | 0.0&0.2 | 10µM* | 6 | 5&22 | 21%&-1% | -1&2 | -20%&-16%
CC1CCCC(NC(=O)c2ccc3c(c2)OCO3)C1C (stereo unspecified) | 1%[57.1 µM] | -0.4 | 0.4 | 4%[57.1 µM] | -1 | -1 | -4% | -4 | -16%
CCn1c(SCC(=O)Nc2nccs2)nnc1-c1ccccn1 | 3% | -0.3 | -0.8 | 3% | 0 | -1 | 6% | 6 | 11%
COC(=O)[C@]1(Cc2ccccc2)N[C@H](CN(C)S(=O)(=O)c2ccc(-c3ccccc3)cc2)[C@@H]2C(=O)N(Cc3ccccc3)C(=O)[C@@H]21 | 5% | . | . | 30% | . | -3 | 10% | . | ?
Cc1c(C=O)c2ccccc2n1CC(=O)O | 7%[57.1 µM] | 4.2 | 0.2 | 17%[57.1 µM] | -12 | 1 | 17% | 1 | -25%
Cc1ccc(OCCC(=O)OCC(=O)Nc2cc(C)nn2-c2ccccc2)cc1 | 3% | -1.1 | -0.7 | 5% | -7 | -1 | 8% | 4 | -9%
COc1ccccc1NS(=O)(=O)c1ccc(C)c(C(=O)NCC2CCCO2)c1 (stereo unspecified) | 0% | -0.2 | 0.4 | -7% | 7 | 2 | 1% | 5 | -9%
CC(C)c1nnc(NC(=O)C2CCN(C(=O)Nc3ccccc3)CC2)s1 | -2%[57.1 µM] | 0.0 | -1.2 | -6%[57.1 µM] | 18 | -1 | -7% | 5 | -17%
C=CCOc1ccc(/C=N/NC(=O)C2CCCC2)cc1OCC | -9% | -0.5 | -1.4 | -1% | 6 | 0 | -1% | -11 | -12%
CC(OC(=O)c1cccc(S(=O)(=O)N(C)C)c1)C(=O)NCC(=O)Nc1ccc(F)c(F)c1F (stereo unspecified) | -6% | . | . | 3% | . | -5 | 3% | . | 2%
CCCC(=O)Nc1ccc(C(=O)NNC(=O)c2cccc([N+](=O)[O-])c2)cc1 | -21%[57.1 µM] | -1.3 | -0.1 | 28%[57.1 µM] | 9 | 0 | 9% | 10 | -7%
CC(=O)Nc1ccc2[nH]c(C)c(CC=C(Cl)Cl)c(=O)c2c1 | 7% | -0.4 | -1.1 | -16% | -11 | 5 | 8% | -20 | -5%
CCCn1nc(NC(=O)CC)c2cc3cccc(C)c3nc21 | 10%[57.1 µM] | -1.4 | -0.1 | 51%[activator] | 14 | 0 | 3% | -1 | -21%
COC(=O)c1ccc2c(c1)C(C)(C)C(/C=C/c1ccccc1O)=[N+]2C | 58%[activator] | -0.1 | -0.2 | 79µM* | -9 | -21 | 35µM* | 1 | -16%

Of the compounds above, these contain an aryl methoxy group:
SMILES | TrxR1 substrate | TRHR ag | D2 agonist | rTrxR1 inhibitor | D2 antag | PI4K2A inh | mIDH1 inhibitor | TRHR enhancer | USP1 inh
CCN(CC)c1ccc(NC(=O)c2ccc(=O)[nH]c2)cc1S(=O)(=O)Nc1ccc(OC)cc1 | -13% | 1.0 | -0.4 | -5% | -3 | 4 | 2% | -7 | -20%
COc1ccc(S(=O)(=O)n2ccnc2)c2cccnc12 | 80%[activator] | -0.3 | 0.3 | 15% | -13 | -18 | 11% | 3 | 2%
COc1ccc(-c2cc(C(F)(F)F)nc(S(C)(=O)=O)n2)cc1 | 6%&12% | -0.5&-0.2 | 0.0&0.2 | 10µM* | 6 | 5&22 | 21%&-1% | -1&2 | -20%&-16%
COc1ccccc1NS(=O)(=O)c1ccc(C)c(C(=O)NCC2CCCO2)c1 (stereo unspecified) | 0% | -0.2 | 0.4 | -7% | 7 | 2 | 1% | 5 | -9%

The list goes on:
SMILES | TrxR1 substrate | TRHR ag | D2 agonist | rTrxR1 inhibitor | D2 antag | PI4K2A inh | mIDH1 inhibitor | TRHR enhancer | USP1 inh
c1ccc2c(c1)CC1(CCCC1)n1nnnc1-2 | 4% | 0.6 | 1.7 | 17% | -2 | 2 | 5% | -1 | -1%
Cc1ccc(Cl)cc1N1CCN(C(c2ccc(F)cc2)c2nnc(-c3ccccc3)o2)CC1 (stereo unspecified) | 0% | 0.7 | 0.6 | 10% | . | -3 | -3% | -6 | -18%
O=C(C1CCCN(S(=O)(=O)c2cccs2)C1)N1CCc2ccccc2C1 (stereo unspecified) | 10%[57.1 µM] | -0.1 | -0.1 | 8%[57.1 µM] | -12 | -5 | 2% | -4 | -22%
C=CCOc1cccc(C2/C(=C(/O)c3ccccc3)C(=O)C(=O)N2CCN2CCOCC2)c1 (stereo unspecified) | -15% | 0.9 | -0.2 | ? | 24 | 0 | 10% | -1 | -7%
CCOc1cc(NC(=S)NCCCN2CCOCC2)c(OCC)cc1NC(=O)c1ccccc1 | 10%[57.1 µM] | 0.6 | 0.0 | ? | -4 | 4 | -1% | 2 | -18%
CC1CC(C)CN(C(=S)Nc2ccc(SC(F)F)cc2)C1 (stereo unspecified) | -16% | 0.0 | -0.3 | -18% | 10 | -2 | 6% | 6 | -15%
O=C1c2ccccc2C(=O)N1Cc1ccccn1 | 2%[57.1 µM] | 1.1 | -1.2 | 9%[57.1 µM] | -20 | 4 | 6% | 2 | -25%
Cc1cc(NS(=O)(=O)c2ccc(NC(=O)/C=C/c3ccc(C)o3)cc2)nc(C)n1 | -15% | -0.4 | . | 28µM* | . | -5 | 0% | 6 | -9%
CCOC(=O)Cc1cnc(NC(=O)CSc2nc(N)cc(=O)[nH]2)s1 | 9%[11.4 µM] | -0.1 | 0.9 | 22%[11.4 µM] | -37 | 0 | -2% | 0 | -12%
